RGS4 act: RGS4 potentiators or activators, primary screen, cell-based, HEK293 M3R inducible RGS4, calcium flux; B-score at 10 µM; carbachol calcium flux Fluo4; hits give low values; AID 463111, 2010; hit rate 0.92% among 310,000;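 active = B-score of the integrated calcium signal more than 4 SD below the library mean, with starting fluorescence not abnormally high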;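 note: negative B-score means reduced calcium response which marks RGS4 activation or potentiation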
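Assay system: Inducible-RGS4 HEK293 cells carrying M3 receptor | Schedule: Compound preincubation 20 min at room temperature before agonist | Signal: Kinetic calcium fluorescence imaging with Fluo4-AM dye, 2 µM | Read-out basis: B score from integrated fluorescence ratio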
hERG rescue: hERG rescue from dofetilide block, primary screen, cell-based, CHO-hERG, FluxOR thallium flux, dofetilide IC70 | Voltage-gated inwardly rectifying potassium channel KCNH2 (Homo sapiens), Q12809 | dofetilide IC70 present | activation (rescue from dofetilide block), less the hit threshold, % at 10 µM | hit rate 0.51% among 310,000;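 active = activation above the mean of controls blocked by dofetilide plus 5 SD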;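 note: thallium influx through hERG after potassium depolarization seen as dye fluorescence rise; in these data hits start at about 4.7%; inactives centre near -7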
Target sequence (Q12809 whole entry, looked up): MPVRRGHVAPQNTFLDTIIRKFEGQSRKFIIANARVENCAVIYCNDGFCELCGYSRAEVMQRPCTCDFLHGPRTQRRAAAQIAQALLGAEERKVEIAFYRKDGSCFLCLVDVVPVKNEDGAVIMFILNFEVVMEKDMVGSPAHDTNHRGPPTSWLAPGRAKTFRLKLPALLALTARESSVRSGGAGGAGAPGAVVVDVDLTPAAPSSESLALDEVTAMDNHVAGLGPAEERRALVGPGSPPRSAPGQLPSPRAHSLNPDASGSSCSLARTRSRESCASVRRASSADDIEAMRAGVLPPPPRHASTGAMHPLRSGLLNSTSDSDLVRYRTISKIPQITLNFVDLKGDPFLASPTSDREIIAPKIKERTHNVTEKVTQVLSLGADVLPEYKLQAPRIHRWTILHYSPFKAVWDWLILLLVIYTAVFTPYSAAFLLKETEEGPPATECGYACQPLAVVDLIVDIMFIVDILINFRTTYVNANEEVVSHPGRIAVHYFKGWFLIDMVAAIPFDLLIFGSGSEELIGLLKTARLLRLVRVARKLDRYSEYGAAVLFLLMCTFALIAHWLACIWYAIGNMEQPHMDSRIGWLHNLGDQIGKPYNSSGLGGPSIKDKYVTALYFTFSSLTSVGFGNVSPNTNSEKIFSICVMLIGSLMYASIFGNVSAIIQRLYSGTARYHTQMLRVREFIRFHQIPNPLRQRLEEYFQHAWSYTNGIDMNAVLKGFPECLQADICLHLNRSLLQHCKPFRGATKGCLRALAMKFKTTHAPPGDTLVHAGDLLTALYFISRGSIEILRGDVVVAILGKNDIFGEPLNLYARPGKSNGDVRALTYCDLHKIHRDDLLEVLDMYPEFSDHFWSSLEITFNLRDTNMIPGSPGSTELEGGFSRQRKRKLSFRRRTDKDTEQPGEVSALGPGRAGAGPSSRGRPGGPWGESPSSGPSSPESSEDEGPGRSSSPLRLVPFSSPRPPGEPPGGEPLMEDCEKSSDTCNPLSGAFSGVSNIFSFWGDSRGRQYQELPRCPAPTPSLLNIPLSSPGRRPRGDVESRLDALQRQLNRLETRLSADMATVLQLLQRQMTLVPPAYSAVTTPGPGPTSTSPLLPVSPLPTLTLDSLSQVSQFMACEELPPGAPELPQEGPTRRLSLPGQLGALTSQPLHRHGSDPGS
KCNQ1 inh: inhibitors of human KCNQ1 channel, primary screen, cell-based, thallium flux, high-throughput. hit rate 1.3% among 310,000. AID 2642, 2010. Potassium voltage-gated channel subfamily KQT member 1 (Homo sapiens), P51787. CHO-K1 KCNQ1, FluxOR thallium flux fluorescence; hits give high values. B-score at 10 µM;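 active = compounds whose thallium flux B-score, printed positive for inhibition, exceeds three library SD while starting fluorescence stays within three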;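 note: channel opened by potassium depolarization with thallium stimulus after 20 min compound exposure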
KCNK3 block: human KCNK3 channel inhibitors, primary screen, CHO cells, FluxOR thallium flux, B-score | Potassium channel subfamily K member 3 (Homo sapiens), O14649 | FluxOR fluorescence; hits give low values | hit rate 0.84% among 340,000 | B-score at 10 µM | AID 602410, 2012;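 active = B-score under library mean minus 4 SD, starting fluorescence ratio at most library mean plus 5 SD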;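 note: more negative B-score means stronger inhibition of thallium flux through KCNK3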
KCNK9 block: KCNK9 potassium channel inhibitors, primary screen, HEK293 cells, thallium flux. Potassium channel subfamily K member 9 (Homo sapiens), Q9NPC2. B-score at 10 µM. hit rate 1.2% among 310,000. AID 488922, 2010. FluxOR thallium flux fluorescence; hits give low values;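 active = ratio B-score over 3 SD below the library mean, with starting fluorescence within 5 SD of its mean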;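 note: negative B-score means less thallium flux so channel inhibition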
GSK3A inh: blockers of GSK3A enzyme activity – biochemical, luminescence, cell-free homogeneous, HTS, primary screen; hit rate 0.1% among 320,000; GSK-3 alpha kinase, ADP-Glo luminescence, 60 min; inhibition, % at 10 µM; AID 2650, 2010; Glycogen synthase kinase-3 alpha (Homo sapiens), P49840;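 in the data active = inhibition above about 50%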;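 note: GST-tagged GSK-3 alpha with peptide substrate and 25 µM ATP; 0% = DMSO neutral wells and 100% = GW8510 positive control wells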
PolyA inh: polyadenylation inhibitors in yeast reporter cells, primary screen, luminescence, S. cerevisiae; calls only at 12 µM; S. cerevisiae SKY197-pL101 polyadenylation reporter, beta-gal luminescence; efflux-impaired pdr1/pdr3 knockout yeast; score 100 = 6 SD above DMSO; AID 1875, 2009; hit rate 0.02% among 300,000;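 active = lowest replicate activity score at least 50, where 100 means six control SD above control mean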;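 note: yeast exposed to compound for 9 h at 30 °C; higher score means more reporter readthrough which indicates perturbed polyadenylation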
GSK3B inh: human GSK3beta kinase inhibitors, primary screen, biochemical, cell-free homogeneous, HTS; Glycogen synthase kinase-3 beta (Homo sapiens), P49841; GST-GSK3beta kinase, ADP-Glo luminescence, 60 min; hits give low values; activity score (negative = inhibition), % at 10 µM; hit rate 0.038% among 300,000;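 active = more than half of replicate wells score below -50%, meaning over 50% inhibition versus plate controls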;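 note: 0% = median DMSO wells and -100% = median GW8510 positive control wells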
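Test system – GST-tagged human GSK3beta kinase, cell-free · Incubation – 60 min enzyme reaction, room temperature · Signal – ADP-Glo luminescence · Also added – peptide substrate and ATP at 25 µM · Controls – DMSO neutral wells and GW8510 at 20 µM as positive · Buffer or medium – Tris/MgCl2 kinase buffer · Measure – Luminescence-derived activity versus plate DMSO and GW8510 wells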
KCNQ1 pot: potentiators or activators of KCNQ1 channel, primary screen, cell-based, thallium flux, high-throughput; Potassium voltage-gated channel subfamily KQT member 1 (Homo sapiens), P51787; CHO-K1 KCNQ1, thallium flux FluxOR fluorescence; hits give high values; B-score at 10 µM; hit rate 0.35% among 310,000; AID 2648, 2010;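 active = fluorescence ratio B-score, a plate-corrected score, at least three library SD, with initial intensity B-score within 5 SD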
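assay system = KCNQ1-transfected CHO-K1 cells | medium = assay buffer with matched DMSO | probe or stimulus = depolarizing K+/Tl+ stimulus, K2SO4 and Tl2SO4 each 12.5 mM in 5x stock | dosing = single dose | incubation = dye 90 min, compound 20 min, room temperature | detection = kinetic FluxOR fluorescence, 10 s baseline plus 110 s post-stimulus | evaluation = ratio B score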
Dyrk1A ADPGlo: rat Dyrk1A kinase inhibitors, primary screen, biochemical, single point, plate reader | Dual specificity tyrosine-phosphorylation-regulated kinase 1A (Rattus norvegicus), Q63470 | ADP-Glo luminescence, NFATc1 peptide | inhibition, % at 12.5 µM | hit rate 0.43% among 310,000; in the data active = inhibition above about 50%;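 note: plate controls were vehicle with enzyme for no effect and no enzyme for full effect; many of its hits are not listed in these tables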
RGS4 inh: RGS4 inhibitors, primary screen, cell-based, HEK293 M3R inducible RGS4, calcium flux. hit rate 0.45% among 310,000. Regulator of G-protein signaling 4 (Homo sapiens), P49798. Fluo-4 calcium flux; hits give high values; triggered by carbachol at its EC20. B-score at 10 µM;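 active = B-score, a plate-corrected calcium signal, over three deviations above library mean, with baseline fluorescence within five deviations of library mean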;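 note: RGS4 expression induced by doxycycline in cells with stable M3 receptor; B-score is computed from the integrated fluorescence ratio over baseline after carbachol; higher B-score means a larger calcium signal and so more RGS4 inhibition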
The depositor's hits bear a star; i = inactive; . = not tested or not shown.

SMILES | RGS4 act | hERG rescue | KCNQ1 inh | KCNK3 block | KCNK9 block | GSK3A inh | PolyA inh | GSK3B inh | KCNQ1 pot | Dyrk1A ADPGlo | RGS4 inh
O=C(NNc1ccc(Cl)cc1)c1sccc1Cl | i | -5.1 | i | i | i | -3.0 | i | 2.7 | i | 20.8 | i
COc1ccc(NC(=O)CN(C)C(=O)CN2C(=O)NC3(CCCC3)C2=O)cc1 | i | -13.0 | i | i | i | -0.5 | i | -1.3 | i | . | i
COC(=O)C(C)Sc1nnc(Cc2cc(=O)[nH]c(=O)[nH]2)n1-c1cccc(OC)c1 (stereo not drawn) | i | 1.7 | i | i | i | -1.7 | i | 2.6 | i | 9.5 | i
COc1ccc(N2CCN(C(=O)CCCSc3nc4ccccc4[nH]3)CC2)cc1 | i | -9.6 | i | i | i | -1.1 | i | 6.9 | i | -35.0 | i
CC(C)(C)C(=O)Nc1nc2c(s1)COc1ccccc1-2 | i | -12.6 | i | i | i | -1.5 | i | 0.0 | i | -2.0 | i
Cc1ccc(NC(=O)O/N=C/c2ccc(Br)cc2)cc1 | i | -6.6 | i | i | i | 3.0 | i | -1.1 | i | -0.9 | i
CCCOc1ncnc2c1[nH]c1ccccc12 | i | -12.8 | i | i | i | 1.3 | i | 2.5 | i | 5.9 | i
CCn1c(=O)c2c(nc3n2CCS3)n(C)c1=O | i | -10.4 | i | i | i | 0.0 | i | -5.0 | i | -0.4 | i
CN(C)Cc1c(O)ccc2occ(C(=O)c3ccccc3)c12 | i | -8.9 | i | i | i | 6.2 | i | 2.2 | i | 0.5 | i
COc1cc([C@H]2[C@@H]3CCCC[C@]3(O)CCN2Cc2ccccc2F)ccc1O | i | -8.3 | i | i | i | -1.9 | i | 0.6 | i | 0.3 | i
COC(=O)[C@H](CC(C)C)NS(=O)(=O)c1ccccc1 | i | -7.8 | i | i | i | 0.6 | i | -1.6 | i | -32.0 | i
Cc1ccc(S(=O)(=O)Oc2ccc(/C=N/NC(=O)c3c(Cl)cnn3C)cc2)cc1 | i | -18.1 | i | i | i | 6.8 | i | 0.1 | i | -3.3 | i
COc1ccc(/C=C2\Oc3cc(OCC(N)=O)ccc3C2=O)cc1OC | -8.15* | -8.1 | i | i | i | 15.6 | i | 0.8 | i | 5.2 | i
CCOc1ccc(C(=O)Nc2ccc(S(=O)(=O)N3CCOCC3)cc2)cc1OCC | i | -16.1 | i | i | i | -1.4 | i | 3.2 | i | 1.4 | i
Oc1ccccc1C=NCC(O)c1ccccc1 (stereo not drawn) | i | -3.4 | i | i | i | -6.8 | i | 0.5 | i | 0.4 | i
CCCCN(CC)CCNC(=O)c1cc2c(=O)n(C)c3ccccc3c2s1 | i | -4.2 | i | i | i | -0.9 | i | -0.9 | i | 9.1 | i
CN(C)/C=N/c1sc2c(c1C#N)CCC2 | i | -7.1 | i | i | i | -2.0 | i | 0.1 | i | 4.6 | i
COc1cc(C(=O)Nc2sc(C)c(C)c2C(=O)O)cc(OC)c1OC | i | -6.0 | i | i | i | -2.1 | i | 1.4 | i | -5.8 | i
CCOc1ccc(CCNC(=O)COC(=O)c2cccc(N(C)C)c2)cc1OCC | i | -17.2 | i | i | i | -3.2 | i | -0.9 | i | 6.9 | i
N/C(=N\OC(=O)CCc1ccccc1)c1cccc(Br)c1 | i | -8.4 | i | i | i | -6.3 | i | 0.0 | i | -3.0 | i
O=C(CCCCCN1C(=O)[C@@H]2Cc3ccccc3CN2C1=O)N[C@@H](Cc1ccc(O)cc1)C(=O)O | i | -2.8 | i | i | i | -8.5 | i | 0.5 | i | 1.7 | i
CCOC(=O)C1CCN(C(=O)CCCn2c(=O)c3cccn3c3cccnc32)CC1 | i | -5.2 | i | i | i | -1.6 | i | 1.9 | i | -7.1 | i
CC(C)OC(=O)NCCOC(=O)Nc1ccc(Cl)c(Cl)c1 | i | -22.8 | 10* | -10.9* | -8.07* | -3.8 | i | 2.8 | i | 3.2 | i
CCN(CC)C(=O)C(C)OC(=O)COc1ccc(Cl)cc1C (stereo not drawn) | i | -8.8 | i | i | i | -0.5 | i | -2.4 | i | . | i
Nc1nc(SCC(=O)Nc2cc(C(F)(F)F)ccc2N2CCOCC2)n[nH]1 | i | -5.1 | i | i | i | -1.2 | i | 0.5 | i | 1.4 | i
Cc1ccc(N2CC(C(=O)NCCS(=O)(=O)N3CCN(c4ccccc4F)CC3)CC2=O)cc1 (stereo not drawn) | i | -12.2 | i | i | i | 0.2 | i | 1.3 | i | -7.1 | i
Cc1ccc(NC(=O)CC2S/C(=N/N=C3\CCCc4ccccc43)NC2=O)cc1 (stereo not drawn) | i | -5.5 | i | i | i | -1.0 | i | 0.7 | i | 3.4 | i
CC(=O)Oc1ccc(NC(=O)Cc2ccccc2)c(C(=O)O)c1 | i | -7.3 | i | i | i | -6.2 | i | 3.5 | i | 3.6 | i
COc1cc(NC(=S)N2CCCC(CO)C2)cc(OC)c1 (stereo not drawn) | i | -5.8 | i | i | i | -1.2 | i | 1.0 | i | -2.2 | i
CCOC(=O)c1cc(C)n(Cc2ccc(OCC)c(OC)c2)c1C | i | -17.7 | i | i | i | -1.6 | i | -1.0 | i | -3.1 | i
Cc1[nH]n(-c2ccccc2)c(=O)c1N=Nc1c(O)cc(S(=O)(=O)N(C)C)c2ccccc12 | i | -24.2 | 10* | i | i | 3.1 | i | -1.1 | i | -4.4 | i
CCCCCC(O)(CCN1CCCCC1)c1ccc(OCC)cc1 (stereo not drawn) | -8.85* | -13.8 | i | i | i | 0.8 | i | -2.9 | i | -0.2 | i
CCOC(=O)c1ccc(N2C(=O)C3C(C2=O)C(C(=O)c2ccc(Cl)cc2)N2CCCC32)cc1 (stereo not drawn) | i | -16.6 | i | i | i | -2.0 | i | -4.2 | i | -1.9 | i
Cc1c(C(=O)NCCSCc2c(F)cccc2Cl)cnn1-c1ccc(Cl)cc1 | i | -9.6 | i | i | i | -1.9 | i | -2.2 | i | -6.5 | i
CCN1C(=O)[C@H]2[C@@H](c3ccc(-c4ccc(C(C)=O)cc4)cc3)N3CCC[C@@]3(C(=O)OC)[C@H]2C1=O | i | -10.8 | i | i | i | 2.1 | i | 0.6 | i | -10.2 | i
O=C(Nc1nnc(-c2ccncc2)o1)c1ccc2ccccc2c1 | i | -8.8 | i | i | i | -1.4 | i | -4.3 | i | 3.3 | i
CCCC(=O)Nc1ccc(C(=O)Nc2nc(CC(=O)OCC)cs2)cc1 | i | -10.0 | i | i | i | -1.0 | i | 2.0 | i | -0.2 | i
Cc1[nH]c(=O)[nH]c(=O)c1S(=O)(=O)N1CCN(c2cccc(Cl)c2)CC1 | i | -5.6 | i | i | i | -1.9 | i | -1.2 | i | -4.4 | i
CC(C)CCNC(=O)C(NS(=O)(=O)c1ccc2c(c1)c(=O)n(C)c(=O)n2C)c1ccccc1 (stereo not drawn) | i | -4.5 | i | i | i | -0.3 | i | -0.7 | i | 10.2 | i
CCC(Sc1nc2ccc(N)cc2s1)C(=O)Nc1nccs1 (stereo not drawn) | i | -17.4 | i | i | i | 0.2 | i | 1.0 | i | -5.4 | i
N#Cc1c(C(F)(F)F)cc(-c2cccc(Cl)c2)[nH]c1=O | i | -6.8 | i | i | i | 0.2 | i | 4.3 | i | 54.2* | i
NS(=O)(=O)c1ccc(-n2nncc2-c2ccco2)cc1 | i | -5.1 | i | i | i | -1.8 | i | 1.5 | i | -6.5 | i
Cc1oc2c(CN3CCCCC3C)c(O)ccc2c(=O)c1-c1ccc(Br)cc1 (stereo not drawn) | i | -3.5 | i | i | i | -0.2 | i | 3.1 | i | 2.8 | i
CC(=O)c1ccccc1OCCCN1CCCCC1 | . | . | . | i | . | -1.8 | i | 2.4 | . | 1.8 | .
COc1ccc(OC)c(NC(=O)CSc2nnc3ccc(-c4ccccn4)nn23)c1 | i | -0.8 | i | i | i | . | i | -3.0 | i | 5.3 | i
CCOc1ccc(C)cc1S(=O)(=O)Nc1ccc(Cl)cn1 | i | -10.9 | i | i | i | -3.8 | i | 7.6 | i | 1.5 | i
C/C(=N/NC(=O)Cc1cccc2ccccc12)c1cccs1 | i | -1.2 | i | i | i | -2.1 | i | 6.0 | i | -1.1 | i
OC(COc1ccc(Br)cc1)Cn1ccnc1 (stereo not drawn) | i | -5.2 | i | i | i | -2.0 | i | -3.3 | i | -0.4 | i
COC(=O)c1ccccc1NC(=S)N(Cc1ccc2c(c1)OCO2)Cc1cc2cc(C)ccc2[nH]c1=O | i | -8.6 | i | i | i | -4.2 | i | 0.0 | i | -2.4 | i
Nc1c(C=C2C=CC(=O)C=C2)c(=O)nc2snc(SCc3ccccc3)n12 | i | -10.7 | i | i | i | 1.2 | i | 0.1 | i | 31.9 | i
CN(C)c1nnnn1-c1ccc(Oc2ccccc2)cc1 | i | -4.7 | i | i | i | -11.3 | i | -1.1 | i | -8.0 | i
COC(=O)C(C)Oc1ccc2c(c1)O/C(=C\c1ccco1)C2=O (stereo not drawn) | -9.07* | -6.2 | i | i | i | 0.9 | i | -24.4 | i | 4.0 | i
COc1cc(OC)c(-c2nc3cnccc3n2C)cc1OC | i | -8.8 | i | i | i | -1.0 | i | -6.4 | i | 24.2 | i

Screens as filed in PubChem.

An excerpt, so the mix of outcomes need not match the whole.
